TAAR1 agonist: agonists of human TAAR1; Q96RJ0; CHO RD-HGA16 TAAR1, Fluo-8 calcium fluorescence; vehicle wells 0%, saturating PEA agonist 100%; activation, % at 3 µM; 0.99% of 360,000 active; AID 624467;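 active = activation above the mean activation of all test compounds in the run plus 3 SD, cut at about 38% in these data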
Target sequence (Q96RJ0 whole entry, looked up): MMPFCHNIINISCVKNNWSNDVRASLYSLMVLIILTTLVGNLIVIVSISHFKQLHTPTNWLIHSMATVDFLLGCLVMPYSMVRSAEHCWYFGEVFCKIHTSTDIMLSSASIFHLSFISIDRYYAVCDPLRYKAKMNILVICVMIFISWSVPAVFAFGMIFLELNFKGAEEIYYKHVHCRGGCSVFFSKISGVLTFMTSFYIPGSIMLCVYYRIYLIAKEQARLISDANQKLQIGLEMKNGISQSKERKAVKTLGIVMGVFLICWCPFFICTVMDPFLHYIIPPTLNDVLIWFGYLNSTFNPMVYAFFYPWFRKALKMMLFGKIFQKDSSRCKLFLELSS
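Test system: RD-HGA16 (CHO) cells co-expressing Gα16 and hTAAR1 / Benchmarks: DMSO vehicle as 0%, PEA at EC100 as 100% / Repeats: no replicates (n 1) / Measure: % activation from peak over basal fluorescence ratio, DMSO-to-PEA scaled / Timing: 17-24 h plating, Fluo-8 75 min 37 °C, 30 min RT / Technique: kinetic Fluo-8 calcium fluorescence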
CHRM5 antagonist: CHRM5 antagonism in calcium assay; P08912; CHO-hM5 cells, Fluo-8 calcium fluorescence, ACh EC80; 0.59% of 360,000 active; inhibition, % at 3 µM;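 active = inhibition above a per-plate cutoff, the mean of that plate's test compounds plus 3 SD, cut at about 27% in these data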;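 also: 0% = acetylcholine EC80 with DMSO and 100% = DMSO without agonist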
Target sequence (P08912 whole entry, looked up): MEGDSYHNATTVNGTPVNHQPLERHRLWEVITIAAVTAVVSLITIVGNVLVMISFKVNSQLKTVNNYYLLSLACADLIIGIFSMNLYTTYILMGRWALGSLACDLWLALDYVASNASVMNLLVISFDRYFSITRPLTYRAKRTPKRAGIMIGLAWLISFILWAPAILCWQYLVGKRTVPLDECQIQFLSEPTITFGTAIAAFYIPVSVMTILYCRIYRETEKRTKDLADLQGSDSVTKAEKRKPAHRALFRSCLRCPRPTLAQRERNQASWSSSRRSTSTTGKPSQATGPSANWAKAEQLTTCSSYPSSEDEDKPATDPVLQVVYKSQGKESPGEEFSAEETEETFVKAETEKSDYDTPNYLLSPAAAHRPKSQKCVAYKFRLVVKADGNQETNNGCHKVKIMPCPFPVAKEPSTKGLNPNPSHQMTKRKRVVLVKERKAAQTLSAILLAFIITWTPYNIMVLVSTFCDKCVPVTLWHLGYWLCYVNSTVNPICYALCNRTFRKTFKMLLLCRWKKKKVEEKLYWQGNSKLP
CHRM4 agonist: agonists of human muscarinic M4 receptor (CHRM4); P08173; CHO-K1 hM4/Gqi5, Fluo-8 calcium fluorescence; vehicle 0%, full acetylcholine response 100%; activation, % at 3 µM; 0.14% of 360,000 active;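 active = activation above the run mean over all test wells plus 3 SD, cut at about 32% in these data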;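 also: peak over basal fluorescence ratio per well then scaled between controls; 0% = DMSO wells and 100% = acetylcholine at EC100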
M5 PAM: potentiates acetylcholine response at human M5 receptor; P08912; CHO-K1 hM5, Fluo-8 calcium, ACh EC20 PAM; 0% = ACh EC20, 100% = ACh EC100; activation, % at 3 µM; 0.3% of 360,000 active; AID 624038;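 active = activation above the run cutoff, the mean activation of all test compounds plus 3 SD, cut at about 18% in these data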
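System: CHO-K1 cell line with stable human muscarinic M5 receptor expression | Also added: EC20 acetylcholine as agonist stimulus | Compound: One concentration, 3 µM final (nominal) | Timing: Fluo-8 loading 80 min at 37 °C plus 30 min room temperature | Measured by: Fluo-8 calcium dye fluorescence, kinetic read | Read-out basis: % activation, ACh-normalized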
M5 ag: agonists of human muscarinic M5 receptor (CHRM5) | 0.19% of 360,000 active | CHO-K1 hM5 cells, Fluo-8 calcium fluorescence; 0% DMSO wells, 100% maximal acetylcholine response | activation, % at 3 µM | P08912;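 active = activation above the run's mean over test compounds plus 3 SD, cut at about 23% in these data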;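 also: signal is peak over basal fluorescence ratio across the kinetic read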
M1 antag: blocks human M1 muscarinic receptor | 1.3% of 360,000 active | CHO-K1 hM1, Fluo-8 calcium fluorescence, ACh EC80 antagonist | inhibition, % at 3 µM | AID 588852 | P11229;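 active = percent inhibition above its own plate's cutoff, namely the mean of that plate's compound wells plus 3 SD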;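 also: peak over basal fluorescence ratio during 140 s after agonist addition; 0% = ACh EC80 plus DMSO and 100% = DMSO alone without agonist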
CHRM4 antagonist: blocks acetylcholine activation of human M4 receptor. CHO-hM4 cells, ACh EC80, Fluo-8 calcium fluorescence. inhibition, % at 3 µM. 0.73% of 360,000 active. AID 624125;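 active = inhibition above its plate's cutoff, the mean inhibition of sample wells plus 3 SD, cut at about 27% in these data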;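 also: 0% = acetylcholine EC80 with DMSO and 100% = DMSO without agonist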
CHRM1 agonist: agonists of human M1 muscarinic receptor; P11229; CHO-K1 hM1, Fluo-8 calcium fluorescence, agonist mode; 0% DMSO, 100% acetylcholine EC100; activation, % at 3 µM; 0.33% of 360,000 active; AID 588814;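 active = activation above the run's mean compound activation plus 3 SD, cut at about 16% in these data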;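 also: peak over basal fluorescence ratio within a 140 s kinetic read after compound addition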
M1 PAM: positive allosteric modulators of human M1 muscarinic receptor. P11229. CHO-K1 hM1, Fluo-8 calcium fluorescence, ACh EC20; 0% = ACh EC20, 100% = maximal ACh. activation, % at 3 µM. 0.088% of 360,000 active. AID 588819; in the data active = activation above about 19%, passing the limit was not always enough
Numbers without * were called inactive; . = no result given.

smiles	TAAR1 agonist	CHRM5 antagonist	CHRM4 agonist	M5 PAM	M5 ag	M1 antag	CHRM4 antagonist	CHRM1 agonist	M1 PAM
Cc1ccc(S(=O)(=O)NCCCN(C)C)cc1	1	3	1	-2	-1	3	9	-4	2
COc1ccccc1N1CCN(C(=O)c2oc3cc(C)c(C)cc3c2C)CC1	1	-10	1	-1	-3	-25	-7	-3	5
Cc1nc2ccccc2cc1C(=O)N(C)Cc1ccccc1	0	20	2	-9	0	5	1	-2	0
COc1ccc(Cc2noc(CN(C)CCN3CCc4ccccc4C3)n2)cc1OC	2	7	3	1	-5	-9	-12	-6	3
Cc1c(F)cccc1NC(=O)CCC(=O)O	0	3	0	4	0	-31	7	-1	8
O=C(CSc1n[nH]c(-c2ccncc2)n1)Nc1ccc(Br)cc1	30	21	9	-9	2	-7	6	2	3
COc1ccc(-n2c(CN3CCN(Cc4ccccc4)CC3)nc3ccc([N+](=O)[O-])cc3c2=O)c(OC)c1	-2	0	9	6	-1	0	8	-5	5
O=C(NCc1ccccc1)C(c1ccccc1)n1c(-c2ccncc2)nc2ccccc21 (centres undefined)	2	4	4	-5	3	.	5	.	.
CC(C)(C)C1CCC(=NNC(=O)C(=O)NCc2ccco2)CC1 (centres undefined)	0	3	-2	2	-4	2	-12	-4	1
C=CCn1cc(C(=O)N2CCN(c3ccccc3)CC2)c(=O)c2cc(S(=O)(=O)N3CCCC3)ccc21	-1	-4	1	1	-6	-7	-1	-5	5
COc1ccc(NC(=O)c2cc(C3CCCCN3C(=O)OCCF)on2)c(C)c1 (centres undefined)	1	8	2	-2	1	-11	0	-4	4
CCc1ccc(CNCc2ccc(OCC(O)CN(C)Cc3ccccc3)cc2)nc1 (centres undefined)	3	1	7	0	-9	19	13	-4	-20
COc1ccc(NC(=O)Cn2cc(C(C)=O)c3ccccc32)cc1	2	16	9	-9	7	0	14	1	3
O=C(Nc1ccccc1)c1cnc[nH]1	15	9	3	2	-2	4	-3	-1	2
O=C(NCC1CCCO1)C(=O)N/N=C/c1cccc(Cl)c1 (centres undefined)	0	2	0	4	-3	-20	1	-3	12
CC1CN(S(=O)(=O)c2cccc(C(F)(F)F)c2)C(C)N1C(=O)N1CCOCC1 (centres undefined)	8	-10	1	2	-4	1	-17	-5	0
O=C1N2CCCc3cccc(c32)C12Nc1ccccc1S2 (centres undefined)	3	24	1	0	-1	-10	7	-1	7
O=C(O)c1ccc(Cl)cc1NC(=O)C1CCCO1 (centres undefined)	4	-11	0	9	0	-18	10	-4	10
COc1cc(/C=C/C(=O)NCc2cccnc2)cc(OC)c1OC	11	-4	0	-4	-6	-4	0	-4	3
O=C(O)C1(Nc2ccc(Cl)cc2)CCCC1	0	9	0	1	-1	-12	-4	-6	1
COc1ccc(NC(=O)C2(C)CCCN2C(=O)C(C)C)cc1OC (centres undefined)	2	2	0	-4	0	-7	-10	-2	4
Cc1ccc(C)c(NC(=O)CSc2nnc(NC(=O)C3CC3)s2)c1	2	14	1	-4	-3	-6	-13	-2	5
O=C(c1cccnc1)N1CCc2ccccc21	5	-8	0	1	-2	-9	-4	-8	6
Cc1ccc2c(c1)C(=C(C#N)C#N)CCN2	7	-5	11	5	6	-26	-14	3	14
CCCCCCOc1ccc(-c2ccc(C#N)cn2)cc1	11	6	1	6	-11	-6	-3	2	5

Gathered by group, those above containing an NH in an aromatic ring (2)
smiles	TAAR1 agonist	CHRM5 antagonist	CHRM4 agonist	M5 PAM	M5 ag	M1 antag	CHRM4 antagonist	CHRM1 agonist	M1 PAM
O=C(CSc1n[nH]c(-c2ccncc2)n1)Nc1ccc(Br)cc1	30	21	9	-9	2	-7	6	2	3
O=C(Nc1ccccc1)c1cnc[nH]1	15	9	3	2	-2	4	-3	-1	2

Back to the main list with the three entries that preceded the break.
smiles	TAAR1 agonist	CHRM5 antagonist	CHRM4 agonist	M5 PAM	M5 ag	M1 antag	CHRM4 antagonist	CHRM1 agonist	M1 PAM
O=C(c1cccnc1)N1CCc2ccccc21	5	-8	0	1	-2	-9	-4	-8	6
Cc1ccc2c(c1)C(=C(C#N)C#N)CCN2	7	-5	11	5	6	-26	-14	3	14
CCCCCCOc1ccc(-c2ccc(C#N)cn2)cc1	11	6	1	6	-11	-6	-3	2	5
Nc1csnc1C(=O)O	13	-9	0	5	0	-10	3	2	10
COCCCNC(=O)CSc1nc2cc(S(=O)(=O)N3CCCCC3)ccc2o1	3	-3	2	2	2	-5	-17	-2	10
CCc1ccc(CC)c(S(=O)(=O)Nc2ccc(O)c(C(=O)O)c2)c1	3	0	2	-7	3	-8	0	0	7
CNC(=O)CSc1nc(-c2ccccc2)c(-c2ccccc2)o1	2	-3	0	2	-1	-4	-2	-4	6
Cc1ccc(Cl)cc1NC(C#N)c1ccccc1 (centres undefined)	27	2	0	4	0	-22	-1	-1	19
C[C@H](NC(=O)c1nc[nH]c1C(=O)N[C@@H](Cc1ccccc1)C(=O)OCc1ccccc1)C(=O)OC(C)(C)C	16	9	0	-7	-3	2	2	-4	-5
O=C(NC(NC(=O)c1ccccc1)C(=O)c1ccccc1)c1ccccc1	-1	0	0	1	1	-7	1	-4	10
N#Cc1cc2ccccc2nc1SCc1ccccn1	34	17	52*	-17	18	-3	6	6	-2
COc1ccc2cc(CN(CC3COCCO3)S(=O)(=O)c3ccccc3)c(=O)[nH]c2c1 (centres undefined)	12	14	4	-3	0	-6	4	1	4
CCOC(=O)c1cnc(-n2nc(C)cc2C)nc1N(C)C	2	16	0	-9	-3	0	0	-5	0
COc1ccccc1C(=O)N(C)c1nnc(-c2ccccc2)s1	-1	1	0	-2	2	-1	14	-3	2
COc1ccccc1CC(=O)NC12CC3CC(CC(C3)C1)C2	3	-7	0	11	2	-18	-1	-4	15
COc1ccc(Cl)cc1C(=O)Nc1nc(C)cc(C)n1	0	13	0	-4	0	-9	6	-4	4
N/C(=N\OC(=O)c1ccc(=O)n(Cc2ccccc2)c1)c1ccccn1	9	4	0	1	-3	-5	7	-3	9
COC(c1ccccc1)c1nnc(CCC(=O)N(C)CCCC2CCCC2)o1 (centres undefined)	6	8	8	-1	2	2	-2	0	4
COc1ccc(C(=O)N(CC2CCCO2)C(C(=O)NC2CCCC2)c2ccc(Cl)cc2)cc1OC (centres undefined)	11	-7	1	2	-5	-3	-14	-5	-4
CCN(CC)CCN(C(=O)c1ccc2ccccc2c1)c1nc2ccc(F)cc2s1	2	1	1	1	-6	-18	-7	-5	12
O=C(NC(=O)N1CCCC1)c1csnn1	1	1	0	6	0	3	-3	-4	4
NCCOc1cnn(-c2ccccc2Cl)c(=O)c1Cl	1	-1	1	8	1	3	6	-3	1
CN(CCc1ccccc1)C(=O)c1ccc(NC(=O)Cc2cccc([N+](=O)[O-])c2)cc1	12	19	14	-8	-1	6	9	-6	-6
CCC(=O)C1=C(O)C(c2cccc(Oc3ccccc3)c2)CCC1=O (centres undefined)	-2	12	2	-6	2	10	1	2	4
CCc1nc2c(OCCOC)cccn2c1N(C)C(=O)Nc1ccccc1OC	0	-5	1	1	1	3	1	-1	2

Looked up above.
For M5 ag, `NCCOc1cnn(-c2ccccc2Cl)c(=O)c1Cl` reads 1
For CHRM5 antagonist, `COc1ccccc1CC(=O)NC12CC3CC(CC(C3)C1)C2` reads -7
For CHRM1 agonist, `N/C(=N\OC(=O)c1ccc(=O)n(Cc2ccccc2)c1)c1ccccn1` reads -3
For M5 PAM, `CCN(CC)CCN(C(=O)c1ccc2ccccc2c1)c1nc2ccc(F)cc2s1` reads 1

Two entries from above, with each value named:
compound: N/C(=N\OC(=O)c1ccc(=O)n(Cc2ccccc2)c1)c1ccccn1
- TAAR1 agonist: 9
- CHRM5 antagonist: 4
- CHRM4 agonist: 0
- M5 PAM: 1
- M5 ag: -3
- M1 antag: -5
- CHRM4 antagonist: 7
- CHRM1 agonist: -3
- M1 PAM: 9

compound: COC(c1ccccc1)c1nnc(CCC(=O)N(C)CCCC2CCCC2)o1 (centres undefined)
- TAAR1 agonist: 6
- CHRM5 antagonist: 8
- CHRM4 agonist: 8
- M5 PAM: -1
- M5 ag: 2
- M1 antag: 2
- CHRM4 antagonist: -2
- CHRM1 agonist: 0
- M1 PAM: 4

This is a subset (hit frequency here may not be typical).
